# Yeast growth tox: yeast growth toxicity, wild-type and mutant, primary screen, cytotoxicity control for eIF2B function restoration project, wild-type and eIF2Bepsilon R284H mutant, A595 | S. cerevisiae wild-type growth, A595 turbidity, 16 h | growth inhibition, % at 25 µM (by protocol) | hit rate 0.3% among 30,000;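 active = mutant and wild-type yeast strains alike exhibit over 30% growth inhibition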;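 note: 0% = untreated cell controls and 100% = YPD media blanks without cells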
#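 system = S. cerevisiae wild-type or eIF2Bepsilon-R284H mutant strain | buffer or medium = YPD medium | dosing = one dose, 25 µM compound, 0.2% DMSO | schedule = 16 h at 30 °C | measured by = A595 turbidity | evaluation = growth inhibition (%) versus cell controls and blanks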
# eIF2B yeast act: GCN4-lacZ reporter reduction in eIF2B-epsilon mutant yeast, primary screen, S. cerevisiae, eIF2B-epsilon R284H, Beta-Glo luminescence. hit rate 0.91% among 27,000. inhibition, % at 25 µM (by protocol);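 active = mutant luminescence inhibited past about 50% while wild type luminescence and mutant growth stay under set limits, limit read from the data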; note: some compounds called inactive have numbers as strong as hits
#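 Material: yeast eIF2B-epsilon R284H mutant carrying GCN4–beta-galactosidase fusion. Medium: YPD yeast growth medium. Incubation: 16 h growth with compound at 30 °C, 90 min Beta-Glo step. Signal: Beta-Glo luminescence plus absorbance at 595 nm. Evaluation: % inhibition of reporter signal and growth versus controls. Doses: 25 µM single dose.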
# Yeast growth tox inhibition %: also measured in Yeast growth tox; calls as there; growth inhibition, %; S. cerevisiae eIF2Bepsilon-R284H mutant growth, A595 turbidity, 16 h;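 each compound tested once at 25 µM; 0% equals untreated cells and 100% equals cell-free medium blanks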
# eIF2B yeast act mutant toxicity: further read-out of eIF2B yeast act, marked with its call; growth inhibition, %; measured here: mutant yeast growth, toxicity;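 each compound tested once at 25 µM; zero equals untreated control growth and 100 equals blank medium absorbance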
# Starred values were filed as active, the others as inactive; . = not tested or not shown.
SMILES,Yeast growth tox,Yeast growth tox inhibition %,eIF2B yeast act,eIF2B yeast act mutant toxicity
CCN(C(=O)COC(=O)c1[nH]c(C)c(C(C)=O)c1C)C1CCS(=O)(=O)C1 (stereo unspecified),-4,-5,-3,-5
COc1ccc2nc(NC(=O)CSc3ccccc3)sc2c1,-11,13,.,.
COc1cc(NC(=O)C2CC(=O)NC3=C2C(=O)CC(C)(C)C3)c(OC)cc1Cl (stereo unspecified),11,4,20,4
COc1ccc(C(CC(=O)O)NC(=O)COc2ccccc2OC)cc1OC (stereo unspecified),-2,5,38,5
Cc1ccc(-n2c(C)cc(C(=O)OCC(=O)N(CC(C)C)C3CCS(=O)(=O)C3)c2C)cc1 (stereo unspecified),-2,15,36,15
COCCn1c(SCC(=O)c2ccc(CNC(C)=O)o2)nc2ccccc2c1=O,4,-40,-8,-40
COc1ccc(CC(=O)Nc2cccc(C(=O)O)c2C)cc1,6,0,17,.
O=C1c2ccccc2C(=O)N1Cc1nc2ccccc2c(=O)n1Cc1ccco1,-7,-15,-2,-15
COc1cc(/C=N\n2nnnc2N)ccc1OCc1ccc(F)cc1,-38,-32,-6,-32
O=C(O)C1CCCCC1C(=O)NCCCc1ccccc1 (stereo unspecified),0,13,-24,13
Cc1csc(NC(=O)c2cccc(C)c2C)n1,6,-14,27,-14
COc1cccc(NC(=O)COC(=O)c2c3c(nc4ccccc24)CCC(C)C3)c1 (stereo unspecified),1,-15,9,-15
CC(=O)N(c1c(C)n(C)n(-c2ccccc2)c1=O)C1(C(=O)NC2CCCCC2)CCCCC1,10,-14,35,-14
CCOC(=O)CCSc1nc(C)c2cc(OC)ccc2n1,.,.,24,.
Cc1cccc(Cn2c(=O)c3c(nc4n3CCN4Cc3ccco3)n(C)c2=O)c1,-1,-5,15,-5
CCc1nc(SCCO)c2oc3ccccc3c2n1,-9,5,31,5
CCOc1cc2[nH]c(=O)n(CC3CCC(C(=O)NCCCOC)CC3)c(=O)c2cc1OCC (stereo unspecified),4,11,22,11
Cc1ccccc1N(CC(=O)N1CCN(c2ccccc2)CC1)S(C)(=O)=O,9,12,25,12
Cc1nnn(C23CC4CC(CC(C4)C2)C3)n1,10,9,-27,9
O=c1[nH]cnc2sc(-c3ccccc3)cc12,35,-18,15,-18
CC(Oc1ccccc1Br)C(=O)N1CCc2ccccc21 (stereo unspecified),-12,5,23,5
COc1ccccc1/C=N/NC1=NCCCCC1,-5,-10,-1,-10
C=CCn1c(CCNC(=O)C(C)(C)C)nc2ccccc21,11,-5,27,-5
CC(=O)c1ccc(N2CCCCCC2)c(F)c1,-11,16,16,16
CC(=O)c1cc2c(cc1NC(=O)Nc1cccc(Cl)c1)OCCO2,-9,4,16,4
# (continued)
SMILES,Yeast growth tox,Yeast growth tox inhibition %,eIF2B yeast act,eIF2B yeast act mutant toxicity
c1ccc2sc(N3CCN(Cc4nnnn4CC4CCCO4)CC3)nc2c1 (stereo unspecified),3,5,1,5
C/C(=N\NC(=S)NC(C)C)c1ccc(-n2ccnc2)cc1,24,2,.,.
C=CCN(C(=O)CNC(=O)c1ccco1)C(C(=O)NC1CCCCC1)c1ccc(OC)cc1 (stereo unspecified),-4,0,-1,.
CCNc1nc(Oc2ccc(=O)[nH]n2)nc(SC)n1,-1,14,11,14
Cn1c(=O)c2c(nc(CN3CCOCC3)n2CC(=O)c2ccccc2)n(C)c1=O,.,.,2,.
Cc1c(NC(=O)COc2ncnc3ccccc23)c(=O)n(-c2ccccc2)n1C,7,-5,31,-5
CCCCCCn1c(N2CCC(C(N)=O)CC2)nc2c1c(=O)[nH]c(=O)n2C,12,14,4,14
COc1cc(NC(=O)c2cccs2)c(C(=O)OCC(=O)NC(=O)NCc2ccccc2)cc1OC,-21,-21,.,.
COc1cccc(CC(NC(C)=O)C(=O)NC2CCN(S(=O)(=O)c3cccc4ccccc34)CC2)c1 (stereo unspecified),-13,6,18,6
CCOC(=O)Cn1nnc(-c2ccc(S(C)(=O)=O)cc2)n1,8,-14,17,-14
CCOC(=O)c1c(NC(=O)CNCCOC)sc2c1CCCC2,12,-4,3,-4
O=S(=O)(c1ccc(F)cc1)c1nc(-c2ccccc2F)oc1N1CCCCC1,-2,0,.,.
Nc1n[nH]c(-c2ccc(Br)cc2)c1Cl,.,.,22,.
COc1ccccc1C1CC(c2ccc(Cl)cc2)Nc2ncnn21 (stereo unspecified),5,9,-19,9
Cc1cc2c(ccc3[nH]onc32)n1,.,.,-31,.
CN(CC(=O)N1CCCC1)S(=O)(=O)c1cc(Cl)ccc1Cl,.,.,27,.
CC1(C)OC(=O)C(=CNc2cccc(O)c2)C(=O)O1,-2,3,16,3
COc1ccc(C2(C)NC(=O)N(CC(=O)Nc3ccc4c(c3)OCO4)C2=O)cc1OC (stereo unspecified),12,-33,5,-33
Cc1nnc(SCCn2c(Br)nc3c2c(=O)[nH]c(=O)n3C)s1,8,-14,24,-14
CCN(c1ccccc1)S(=O)(=O)c1cc(C(=O)O)ccc1C,0,-14,23,-14
Cc1c(C)c2ccc(OCc3ccc(C(=O)O)o3)c(C)c2oc1=O,8,4,16,4
N#CC1=C(N)Oc2n[nH]c(-c3cccs3)c2C1c1ccsc1 (stereo unspecified),5,-3,-9,-3
O=C(Oc1ccc(OC(=O)N2CCCCC2)cc1)c1ccccc1,.,.,45,.
CC(=O)Nc1ccc(NC(=O)CNS(=O)(=O)c2ccc(C)cc2)cc1,11,8,-35,8
Cc1ccc(NC(=O)NC2(C(=O)NCc3ccco3)CCCCC2)cc1,8,7,21,7

# Single values from above.
# Under Yeast growth tox, CCNc1nc(Oc2ccc(=O)[nH]n2)nc(SC)n1 is listed with -1
# Under eIF2B yeast act, CCOC(=O)Cn1nnc(-c2ccc(S(C)(=O)=O)cc2)n1 is listed with 17

# Going on with the list.
SMILES,Yeast growth tox,Yeast growth tox inhibition %,eIF2B yeast act,eIF2B yeast act mutant toxicity
COCCCn1nnnc1SCC(=O)N1CCCC1,3,0,-46,.
Cc1ccc(C)n1NC(=O)c1cccc(Cl)c1,29,16,10,16
N#Cc1c2n(c3c(=O)n(Cc4ccccc4Cl)cnc13)CCCC2,23,16,-21,16
Cc1c(Cl)cccc1-n1ccnc1SCC(=O)O,10,5,2,5
O=C(Nc1cccc(Cl)c1N1CCCCC1)c1ccc2c(c1)OCCO2,1,-18,.,.
O=c1c2ccccc2nc(CSc2nnnn2-c2ccccc2)n1-c1ccccc1Cl,10,11,-10,11
Cc1cc(=O)[nH]c2cc(O)ccc12,-5,-10,-32,-10
COc1ccccc1Oc1ccc2c(c1)C(=O)N(c1ccccc1)C2=O,-42,-15,23,-15
CC(=O)Nc1nc(C)c(Oc2ccc(Cl)cc2Cl)c(=O)[nH]1,2,-45,-19,-45
O=C(CCc1c[nH]c2ccccc12)NC1CC1,20,8,5,8
Cc1ccc(OCc2nnc(SCC(=O)c3ccccc3)n2-c2ccccc2)cc1,-15,-35,20,-35
CCCc1nc2ccccc2c(=O)n1NC(=O)c1c(O)c2ccccc2[nH]c1=O,21,19,13,19
Cc1ccc2cccc(Oc3nnnn3-c3ccccc3)c2n1,-3,14,9,14
Cc1c(C(=O)Nc2ccccc2)oc2c1C(=O)CC(C)(C)C2,18,4,-1,4
O=P(OC1CCS(=O)(=O)C1)(c1ccccc1)c1ccccc1 (stereo unspecified),-8,-4,26,-4
Cc1onc(-c2ccccc2Cl)c1C(=O)NCC1CCCO1 (stereo unspecified),8,-9,-2,-9
c1ccc(-c2csc(Nc3ccc4c(c3)OCCO4)n2)cc1,13,10,21,10
CCOC(=O)c1c(C)oc2c1c(C=NCc1ccccn1)c(O)c1ccccc12,0,2,.,.
O=C(C1CCCCC1)N1CCN(C(=O)C2CCCCC2)CC1,16,19,-22,19
O=C(c1ccc(Cn2c(=O)[nH]c3ccccc3c2=O)cc1)N1CCN(c2ccc(Cl)cc2)CC1,-15,-8,46,-8
CC(=O)Nc1ccc(N2CCN(Cc3ccccc3F)CC2)cc1,3,0,12,.
Cc1ccc2cc3cc(C(=O)N4CCN(C(=O)c5ccco5)CC4)sc3nc2c1,1,4,18,4
CC(=O)N(C)c1ccc(NC(=O)c2ccco2)cc1,-15,25,-4,25
O=C1C(C=Nc2ccccc2O)=C(O)c2ccccc21,-4,-31,18,-31
O=C(COCCOCC(=O)N(c1ccccn1)C1CCCCC1)N(c1ccccn1)C1CCCCC1,21,3,-3,3
# (more compounds)
SMILES,Yeast growth tox,Yeast growth tox inhibition %,eIF2B yeast act,eIF2B yeast act mutant toxicity
Cc1ccccc1OCCCCCn1ccnc1,13,16,13,16
COc1ccc(NC(=O)N2CCCC2C(=O)NCc2ccc(F)cc2)cc1 (stereo unspecified),9,-3,22,-3
O=C(COc1ccccc1)N1CCN(C(=O)c2ccco2)CC1,35,24,22,24
O=C(NCCC1=CCCCC1)C1CCN(S(=O)(=O)c2cccc3nsnc23)CC1,-36,-24,13,-24
CN(C)c1ccc(NC(=O)Oc2ccccc2)cc1,-4,21,49,21
CCOc1cc(CNn2nnnc2N)ccc1OCC(=O)NC(C)(C)C,.,.,14,.
O=C(CSc1nc2ccccc2[nH]1)Nc1cc(C(F)(F)F)ccc1N1CCOCC1,.,.,9,.
CCn1c(Cc2ccccc2)nnc1SCC(=O)Nc1nc(C)cs1,-14,-10,.,.
Cc1ccc2c(c1)c(=O)c1c3n2CCN(C(=O)CCl)C3CC1 (stereo unspecified),11,22,8,22
N#C/C(=N\Nc1ccccc1)C(=N)N1CCCCC1,32,9,27,9
COc1cc(C2C(C#N)=C(N)Oc3cc(O)ccc32)cc(OC)c1OC (stereo unspecified),-17,-10,25,-10
CC(=O)Nc1nn(C)c2nc3cc(C)ccc3cc12,-16,-18,-9,-18
N#Cc1ccc(NC(=O)c2cc3cc4c5c(c3oc2=N)CCCN5CCC4)cc1,5,-7,37,-7
COC(=O)c1nnc(-c2ccccc2)c(-c2ccccc2)n1,16,-6,26,-6
COC(=O)c1c(NC(=O)CN2CCN(C(=O)c3ccco3)CC2)c2c(C)cccc2n1C,10,11,10,11
COc1ccc(CCNC(=O)c2c[nH]c3ccccc3c2=O)cc1OC,7,3,4,3
Cc1ccc(OCC(=O)NC2=NCCS2)cc1,14,5,-2,5
CCN1C(=O)/C(=C2/C=CC=CN2C)SC1=S,5,7,15,7
Cc1ccc(S(=O)(=O)N2CCN(S(=O)(=O)N(C)C)CC2)c(C)c1,15,13,.,.
O=C(Cc1cccs1)N(Cc1cccs1)C1(C(=O)NC2CCCCC2)CCCCC1,15,-12,20,-12
COc1ccc(-c2cc(-c3ccccc3)c(C#N)c(S(C)=O)n2)cc1 (stereo unspecified),10,3,16,3
CN1CCN(C(=O)c2ccccc2NC(=O)Cc2ccccc2)CC1,-4,3,21,3
Cc1cc(C)c2ccc(C)[n+]([O-])c2c1O,.,.,-11,.
CCCn1c(NCc2ccc(C)o2)nc2ccccc21,22,12,22,12
CN(C)C(=O)Cn1c(SCC(=O)N2CCCc3ccccc32)nc2ccccc21,4,-14,21,-14

# A second format for 5 compounds above.
# The line under a structure holds: Yeast growth tox | Yeast growth tox inhibition % | eIF2B yeast act | eIF2B yeast act mutant toxicity
> COC(=O)c1c(NC(=O)CN2CCN(C(=O)c3ccco3)CC2)c2c(C)cccc2n1C
→ 10 | 11 | 10 | 11
> COc1ccc(CCNC(=O)c2c[nH]c3ccccc3c2=O)cc1OC
→ 7 | 3 | 4 | 3
> Cc1ccc(OCC(=O)NC2=NCCS2)cc1
→ 14 | 5 | -2 | 5
> CCN1C(=O)/C(=C2/C=CC=CN2C)SC1=S
→ 5 | 7 | 15 | 7
> Cc1ccc(S(=O)(=O)N2CCN(S(=O)(=O)N(C)C)CC2)c(C)c1
→ 15 | 13 | . | .

# Next section
SMILES,Yeast growth tox,Yeast growth tox inhibition %,eIF2B yeast act,eIF2B yeast act mutant toxicity
CS(=O)(=O)c1ccc2nc(NC(=O)C3COc4ccccc4O3)sc2c1 (stereo unspecified),0,11,15,11
COc1cc2ccccc2cc1C(=O)Nc1ccc(N2CCN(C)CC2)cc1,2,-33,24,-33
COc1ccc(/C(C)=C(\C#N)C(=O)OC(C)C)cc1OC,16,-7,18,-7
Cc1cccc(Nc2nc(NC(C)C)nc(Oc3ccc(=O)n(C)n3)n2)c1,.,.,11,.
O=C1OCC(CO)(CO)N=C1NNc1cc(Cl)ccc1Cl,13,15,.,.
CCn1nccc1C(=O)Nc1ccc(Cl)cn1,5,28,20,28
COc1ccc(-c2cn3ccsc3n2)cc1,31,17,29,17
C=CCSC1=C(C#N)C2(CCCCC2)C(C#N)C(=O)N1 (stereo unspecified),-3,0,2,.
CC1CCN(CCCNC(=O)CCCNC(=O)Cn2cnc3sc4c(c3c2=O)CCCC4)CC1,16,17,.,.
CCOC(=O)CSc1nsc(SCC(=O)OCC)c1C#N,11,-22,44,-22

# Arranged by molar mass (rising): some entries from above.
SMILES,Yeast growth tox,Yeast growth tox inhibition %,eIF2B yeast act,eIF2B yeast act mutant toxicity
COc1ccc(-c2cn3ccsc3n2)cc1,31,17,29,17
CCn1nccc1C(=O)Nc1ccc(Cl)cn1,5,28,20,28
CC1CCN(CCCNC(=O)CCCNC(=O)Cn2cnc3sc4c(c3c2=O)CCCC4)CC1,16,17,.,.

# From PubChem BioAssay

# These rows are one share of the data; count on the stated rates, not on these rows.
